Source: PubChem
MITF inh – MITF inhibitors, primary screen, biochemical, AlphaScreen, human. 650,000 compounds, 0.91% hits. AlphaScreen MITF homodimerization, bead proximity signal. inhibition, % at 2.6 µM. Microphthalmia-associated transcription factor (Homo sapiens), O75030; in the data active = inhibition above about 50%;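 also: 0% = vehicle wells with protein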
FBW7 activator – FBW7 E3 ligase activators, primary screen, biochemical, AlphaScreen, human; AlphaScreen FBW7–phospho-cyclin E peptide binding, activator screen; normalized activity (activation), % at 26.1 µM; 650,000 compounds, 0.13% hits; AID 1259310, 2017; in the data active = normalized activity above about 1.9%;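 also: purified mutant Fbw7 with reduced substrate affinity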
Target sequence (Q969H0 whole entry, looked up): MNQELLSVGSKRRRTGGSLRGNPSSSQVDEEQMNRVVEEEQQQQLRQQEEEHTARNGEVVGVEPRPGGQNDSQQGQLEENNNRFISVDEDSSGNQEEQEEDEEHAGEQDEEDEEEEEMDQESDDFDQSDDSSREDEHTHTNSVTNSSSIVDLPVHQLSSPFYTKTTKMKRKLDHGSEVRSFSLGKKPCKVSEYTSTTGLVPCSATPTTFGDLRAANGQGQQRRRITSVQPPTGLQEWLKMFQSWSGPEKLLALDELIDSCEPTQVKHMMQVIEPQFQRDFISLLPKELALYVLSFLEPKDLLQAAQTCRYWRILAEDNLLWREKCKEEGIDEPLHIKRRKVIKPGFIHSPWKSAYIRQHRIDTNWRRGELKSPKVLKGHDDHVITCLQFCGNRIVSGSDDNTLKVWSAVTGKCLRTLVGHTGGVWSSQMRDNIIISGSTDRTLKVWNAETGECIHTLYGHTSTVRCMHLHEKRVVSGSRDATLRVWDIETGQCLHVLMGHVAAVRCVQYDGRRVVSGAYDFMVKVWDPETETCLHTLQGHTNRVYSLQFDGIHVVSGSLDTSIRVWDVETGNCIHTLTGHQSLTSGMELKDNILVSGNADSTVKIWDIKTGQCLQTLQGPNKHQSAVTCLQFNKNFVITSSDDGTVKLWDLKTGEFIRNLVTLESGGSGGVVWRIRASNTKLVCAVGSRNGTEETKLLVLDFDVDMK
TEAD-YAP inh – TEAD-YAP interaction inhibition, primary screen, TEAD-YAP interaction inhibitor project, luminescence, HEK-TIYL cells; TEAD-Gal4/YAP UAS-luciferase luminescence; inhibition, % at 9.12 µM; 640,000 compounds, 1.4% hits; in the data active = inhibition above about 32%;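 also: 0% = median of test compound wells and 100% = reference inhibitor wells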
GPR151 activ – activators of human GPR151, primary screen, cell-based, PathHunter beta-arrestin, luminescence; PathHunter beta-arrestin GPR151 cells; G-protein coupled receptor 151 (Homo sapiens), Q8TDV0; activation, % at 11.2 µM; 650,000 compounds, 1% hits; in the data active = activation above about 4.9%;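 also: 0% = median of compound wells and 100% = cells with positive control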
* = called active by the depositor; & = joins results of further samples.

SMILES	MITF inh	FBW7 activator	TEAD-YAP inh	GPR151 activ
CCOC(=O)N1CCN(c2c(N3CCN(c4ccccn4)CC3)c(=O)c2=O)CC1	7	0.1	-2	-0.3
N#CCCN(CCC#N)C(=O)c1ccccc1Oc1ccccc1	11	0.2	2	2.6
Cc1ccc(-c2csc(NC(=O)COC(=O)CCC3NC(=O)NC3=O)n2)cc1C (stereo not given)	19	0.2	-57	-3.1
CC1CCCN(S(=O)(=O)c2ccc(Br)s2)C1 (stereo not given)	6	0.0	4	2.0
C=CCNC(=O)C(=O)NCC1OCCCN1S(=O)(=O)c1ccc(Cl)cc1 (stereo not given)	1	0.0	19	1.4
CCOC(=O)NC(=O)c1ccsc1NC(=O)c1nc2ccccc2s1	2	0.0	-40	-2.2&-1.3
COc1ccc(/C=C/C(=O)NCCSc2c[nH]c3ccccc23)cc1OC	-8	-0.1	8	-0.2
CCOC(=O)c1c(-c2ccccc2)oc2ccc(N(C(=O)Oc3ccccc3)S(=O)(=O)c3ccc(C(C)(C)C)cc3)cc12	-15	0.1	-6	-1.1
CC1CCc2c(sc3nc4c5ccccc5c(N5CCN(CCO)CC5)nn4c(=O)c23)C1 (stereo not given)	-12	-0.1	4	0.0
Cc1ccc(-c2nn(-c3ccccc3)cc2N)cc1	5	-0.1	-87	-1.0
O=C(CCC1CCCCC1)Nc1cccc(F)c1	10	0.2	-43	-0.4
CCC(CC)NCc1cc(OC)c(O)c(OC)c1	-6	-0.1	5	0.3
COc1ccc(/C=C/C(=O)Nc2ccc(C#N)cc2)c(OC)c1	8	-0.1	-3	-0.1
CCCCCC(O)(CCCCC)C(=O)NN(C(=O)Nc1ccccc1)c1ccccc1	-3	0.1	-7	-1.2
Cc1nn(C)c(C)c1-c1nc2ccc(C(=O)NCCN(C(C)C)C(C)C)cc2s1	9	0.8	-8	-0.5
COc1ccccc1N1CCN(C2CCCN(C(=O)c3cc(C4CC4)on3)C2)CC1 (stereo not given)	-2	0.0	-17	0.6
Cc1ccc(C(=O)N/N=C/c2cc([N+](=O)[O-])cc([N+](=O)[O-])c2O)cn1	22	-0.5	7	1.0
Cc1ccc(-n2c3c(cc(C(=O)Nc4ccc(F)cc4)c2=O)C(=O)CC(C)(C)C3)cc1	-16	0.0	-3	0.8
CC(C)(C)C(=O)CSc1nc2cc(C(=O)NCCC3=CCCCC3)ccc2c(=O)n1Cc1ccccc1	12	1.8	-3	0.4
O=C(COc1ccc(Cl)cc1)N/N=C/c1ccc([N+](=O)[O-])c(O)c1	-9	-0.1	-13	-0.8
COc1cccc(C2(CC(=O)N3CCN(c4ccccc4)CC3)CC(=O)N(C)C2=O)c1 (stereo not given)	9	-0.1	1	0.9
Cc1cc(C)nc(SCc2cc(=O)c(OC(=O)c3cccc([N+](=O)[O-])c3)co2)n1	-8	-0.6	-4	-2.3
CN(C)S(=O)(=O)c1ccc(C(=O)Nc2ccc(CCC(=O)N3CCCC3)cc2)cc1	-6	0.0	-12	-1.5
C/C(=N\NS(=O)(=O)c1ccccc1)c1cccc(Br)c1	2	0.0	1	1.0
CCN(CC)S(=O)(=O)c1ccc(C(=O)OCC(=O)c2cccc(Cl)c2)cc1	9	-0.2	12	0.8
COc1ccc(OC)c(S(=O)(=O)N2CCN(c3cccc(Cl)c3C)CC2)c1	8	0.1	-4	0.1
COc1ccc(F)cc1S(=O)(=O)Nc1ccc2c(c1)OCCO2	2	0.0	15	0.4
O=C1[C@@H]2C[C@H](NCc3cc4ccccc4s3)CN2C(=O)[C@@H]2CCCN12	9	0.1	-3	-0.7
O=C(NCc1ccccc1)C(c1ccncc1)N(C(=O)c1ccccn1)c1ccccc1F (stereo not given)	-3	-0.2	3	-0.3
C=CCNC(=O)c1cc2cc([N+](=O)[O-])ccc2oc1=O	-17	-0.1	-3	2.8

The last 3 compounds of the part before open the next one.
SMILES	MITF inh	FBW7 activator	TEAD-YAP inh	GPR151 activ
O=C1[C@@H]2C[C@H](NCc3cc4ccccc4s3)CN2C(=O)[C@@H]2CCCN12	9	0.1	-3	-0.7
O=C(NCc1ccccc1)C(c1ccncc1)N(C(=O)c1ccccn1)c1ccccc1F (stereo not given)	-3	-0.2	3	-0.3
C=CCNC(=O)c1cc2cc([N+](=O)[O-])ccc2oc1=O	-17	-0.1	-3	2.8
O=c1[nH]c2ccc(Br)cc2c(-c2ccccc2)c1C1=NOC(c2ccc(Br)cc2)C1 (stereo not given)	-3	0.0	-4	-1.2
O=C(CSc1nc(=O)n2ccccc2n1)NCCc1ccccc1	8	0.2	5	-1.7
Cc1ccc(NC(=O)CNC(=O)OCc2ccccc2)cc1	5	0.7	-13	0.6
CCOC(=O)C1CCN(C(=O)c2[nH]c(C)c(C(C)=O)c2C)CC1	10	0.1	3	0.1
O=C(/C=C/c1ccc([N+](=O)[O-])cc1)Nn1c(C2CCCCC2)nc2ccccc2c1=O	3	0.6	-9	1.0
COc1cc(C2C(C#N)=C(N)Oc3n[nH]c(-c4ccccc4)c32)ccc1OC(=O)N1CCOCC1 (stereo not given)	-10	-0.4	0	-0.8
CCOC(=O)C1(CCc2ccccc2)CCN(Cc2ccncc2)CC1	1	0.4	6	-0.2
COc1ccccc1N=c1oc2cc(O)ccc2cc1C(=O)NCC1CCCO1 (stereo not given)	-6	0.1	-37	-6.5
CC(C)N(C(=O)COC(=O)CCC(=O)c1ccc(Cl)cc1)C(C)C	-17	-0.1	2	-1.2
O=C(NCc1ccccc1Br)c1ccc(CS(=O)c2ccccc2)o1 (stereo not given)	1	0.1	-11	-0.1

Molecules listed so far that have two or more sulfur atoms:
SMILES	MITF inh	FBW7 activator	TEAD-YAP inh	GPR151 activ
CC1CCCN(S(=O)(=O)c2ccc(Br)s2)C1 (stereo not given)	6	0.0	4	2.0
CCOC(=O)NC(=O)c1ccsc1NC(=O)c1nc2ccccc2s1	2	0.0	-40	-2.2&-1.3

Following part.
SMILES	MITF inh	FBW7 activator	TEAD-YAP inh	GPR151 activ
N#Cc1cccnc1N1CCC(c2cc(-c3cccc([N+](=O)[O-])c3)n[nH]2)CC1	-2	-0.1	-3	-0.6
CCNC(=S)N1CCC(NC(=O)c2cccc(C)c2)CC1	16	0.2	9	0.4
COc1ccc(CCNC(=S)Nc2ccc(N3CCOCC3)c3nonc23)cc1OC	2	-0.6	-12	2.1
O=C(N/N=C1\CSC(=O)N1Cc1ccco1)c1ccc(Cl)cc1	20	-0.1	4	-1.6
O=C(CC1S/C(=N/N=C/c2ccco2)NC1=O)Nc1ccc(Cl)cc1 (stereo not given)	14	0.2	0	1.4
C/C(N)=C(/C#N)C(=O)COC(=O)CC12CC3CC(CC(C3)C1)C2	-4	0.2	1	0.2
O=C(Nc1ccc(C(F)(F)F)cc1)c1cc(S(=O)(=O)N2CCOCC2)ccc1F	-4	-0.1	-8	-2.0
CCn1c(Sc2c(C)c3cc4c(cc3[nH]c2=O)OCO4)nnc1-c1ccccc1	-15	-0.1	2	0.1
N#Cc1nc(-c2ccccc2)oc1NN	11	0.1	2	-1.1
O=C(CSc1nnc(-c2ccccc2)c(-c2ccccc2)n1)NC1CCCCC1	4	0.0	-6	-0.5
Cc1ccc(-n2c(=O)[nH]cc(C(=O)N3CCc4ccccc43)c2=O)cc1C	15	0.2	2	0.4
O=C(NCc1ccco1)C(=O)NCC1OCCN1S(=O)(=O)c1ccccc1 (stereo not given)	-6	-0.1	-5	0.1
CCCS(=O)(=O)N1CCN(C2CCCC(C)C2)CC1 (stereo not given)	23	-0.2	-3	-0.6
Cc1ccc(OCc2ccccc2C(=O)O)cc1	-3	0.0	-4	-3.3
CCOc1ccc(C2C(C#N)=C(N)Oc3c2c(C)nn3-c2ccccc2)cc1OC (stereo not given)	19	0.2	-8	6.4*
COc1ccc(-c2noc(CN(C(=O)C(C)Oc3ccccc3)C(C)C)n2)cc1 (stereo not given)	5	0.3	-8	0.5
COc1cccc(-c2ccc(Nc3cccc(OCC(=O)N(C)C)c3)nc2)c1	18	0.8	-21	-0.1
COc1cc(N)c(Cl)cc1C(=O)OCC(=O)Nc1ccc(F)cc1F	-3	0.2	-6	-0.1
CC(=O)NC(C)CCc1ccc(C(=O)CCl)cc1 (stereo not given)	7	0.0	-2	2.0
CC(C)c1nccn1CC1CCN(C(=O)C2(c3ccccc3)CCOCC2)CC1	14	1.4	2	-0.4
Cc1ncc(CO)c2cc(C(=O)Nc3ccccc3C(N)=O)c(=O)oc12	-9	-0.1	0	-1.4
Cc1[nH]c2ccccc2c1CC(=O)N1CCC2(CC1)CC2C(=O)NCCCc1ccncc1 (stereo not given)	-3	-0.3	12	-0.1
COc1cccc(C(=O)Nc2cccnc2)c1OC	6	0.8	2	-0.4
O=C(O)c1nccnc1C(=O)Nc1ccc(Br)cn1	-5	0.1	3	1.1
CC1C(=O)Nc2ccc(S(=O)(=O)NC3CCCC(C)C3C)cc2NC1=O (stereo not given)	6	-0.1	-16	0.1
COc1cccc(N2C(=O)/C(=C/c3cccs3)C(=O)NC2=S)c1	6	0.4	1	-2.1
O=C1N/C(=N/N=C/c2ccccc2)S/C1=C\c1cc([N+](=O)[O-])cc([N+](=O)[O-])c1O	-1	-0.1	4	0.0
CC(C)(C)c1ccc(C(=O)Nc2ccc(S(=O)(=O)N3CCCCC3c3cccnc3)cc2)cc1 (stereo not given)	-8	0.0	43*	-1.2
O=C(O)CSc1ccc2ccccc2n1	5	0.0	-4	0.6
Cc1nc2cc(-c3ccc(Cl)cc3)nn2c(C)c1CCC(=O)O	13	0.0	44*	0.9

Compound profiles (already shown). Values in the order: MITF inh	FBW7 activator	TEAD-YAP inh	GPR151 activ
`COc1cccc(N2C(=O)/C(=C/c3cccs3)C(=O)NC2=S)c1` is listed with 6	0.4	1	-2.1
`CC1C(=O)Nc2ccc(S(=O)(=O)NC3CCCC(C)C3C)cc2NC1=O` (stereo not given) is listed with 6	-0.1	-16	0.1

(next part)
SMILES	MITF inh	FBW7 activator	TEAD-YAP inh	GPR151 activ
CC1(C)NC(=O)N(CCCCSc2ccc(Cl)cc2)C1=O	12	-0.1	-4	3.0
NC(=O)N1CCC(Nc2nccc(-c3ccccc3)n2)CC1	37	0.8	-12	-1.2
Cc1[nH]nc2c1C1(C(=O)N(CC(N)=O)c3ccccc31)C(C#N)=C(N)O2 (stereo not given)	-8	0.1	-6	0.9
CC(=O)NCCn1c(SCC(=O)Nc2cccc(C(F)(F)F)c2)nc2ccccc2c1=O	-3	-0.1	6	2.3
C=CCn1c(CNS(=O)(=O)c2ccc(F)cc2)n[nH]c1=S	-8	0.1	2	-1.0
COc1ccc(CCC(C)N2CCOCC2)cc1 (stereo not given)	1	0.1	2	-0.1
CC(=O)NCCNCc1c(C(=O)N(C)CCc2ccccc2)nc2c(C)cccn12	0	0.1	-7	0.0
Cc1noc(/C=C/N(C)C)c1S(=O)(=O)N(C)c1ccc(C(C)C)cc1	-19	0.0	-9	-1.4
Cc1ccc(NC(=O)/C=C/c2cccs2)cc1	6	-0.2	-52	-1.0
Cn1cc(CCNc2nc3nonc3nc2N2CCCCCC2)cn1	-1	-0.1	-12	-0.7
NC(=O)Cn1nnc(-c2ccccc2NC(=O)c2ccc(Cl)cc2)n1	10	0.2	6	-0.4
COc1ccc2c(c1)C1=NN(C(C)=O)C(c3cccc(I)c3)C1CC2 (stereo not given)	18	0.6	-5	-0.3
COc1cc(C2C(C(=O)OC(C)C)=C(C)NC3=C2C(=O)CC(c2cccs2)C3)ccc1O (stereo not given)	12	0.7	6	-0.6
NNC(=O)c1ccc2nc(-c3ccc4c(c3)OCO4)cn2c1	6	0.0	-23	1.3
O=C(Nn1c(-c2ccc(Br)cc2)nc2ccccc2c1=O)c1ccc([N+](=O)[O-])cc1Cl	3	-0.2	0	0.5
CC(=O)c1c(Nc2cccc(F)c2)oc(C)cc1=O	4	0.1	-2	2.9
C=CCNc1nc(N)c(C(=O)c2ccccc2)s1	2	-0.1	1	-2.1
Cc1cc(/C=C2/NC(=O)N(Cc3ccc(Br)cc3)C2=O)c(C)n1-c1ccc(F)cc1	7	0.4	4	0.3
COc1ccc(S(=O)(=O)N(C)CC(=O)NCc2ccco2)cc1Cl	-4	0.1	-7	2.6
Cc1ccc(CNC(=O)CSc2ncnc3c2cnn3-c2ccc(F)cc2)cc1	3	-0.2	-3	0.3
